Assay outcomes: PubChem, several laboratories
HSF-1 act = increases HSF-1 driven luciferase reporter signal; AID 504408; 300,000 tested, 1.7% active; NIH3T3-HGL HSF-1 luciferase reporter, MG132, 8 h; 100% = twice DMSO control signal; activation, % at 9 µM;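 active = mean replicate activation of at least 50% with a set share of replicates each reaching 50%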;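 also: 0% = median of the neutral control wells and 100% = twice that signal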
aSyn UTR inh = MLPCN primary screen, SNCA 5' untranslated region | alpha-synuclein 5'UTR reporter, inhibitor activity | inhibition, % (tested at 7.5 µM) | 300,000 tested, 0.82% active; in the data active = inhibition above about 60%;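 also: H4 neuroglioblastoma cells stably carrying SNCA 5'UTR luciferase fusion; 0% = DMSO wells and 100% = positive control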
KLF5 inh = suppresses KLF5 promoter-driven expression. DLD-1 KLF5 promoter-luciferase reporter, luminescence. inhibition, % at 5 µM. 290,000 tested, 0.23% active;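 active = inhibition above a per-plate limit of that plate's mean compound inhibition plus 3 SD, cut at about 60% in these data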;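 also: 0% = DMSO wells and 100% = LY294002 at 200 µM; higher means less KLF5 promoter-driven luciferase light; inactives centre near -14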
AI-2 QS mod = modulators of Vibrio harveyi AI-2 quorum sensing system. AID 2094. 300,000 tested, 0.4% active. Vibrio harveyi JMH597 AI-2 luminescence/OD600 ratio, 9 h; hits give low values; strain lacks LuxN and CqsS sensors; 0 = neutral-control median. activity change, % at 7.5 µM; in the data active = activity change below about -75%, passing the limit was not always enough;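 also: luminescence divided by OD600 gain over 9 h not by final OD600 alone; inactives centre near 13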
HIF activator = HIF pathway transcriptional activation; U2OS HRE-luciferase reporter, luminescence; normalized: DMSO 0%, desferrioxamine 100%; activation, % at 7.5 µM (by protocol); 300,000 tested, 0.32% active;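 active = mean activation of at least 10% of the iron chelator positive control signal, with at least half of replicates also reaching 10%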
Platelet DG rel = platelet dense granule release activity | AID 1663 | inhibition, %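 (compounds screened at 7.5 µM in platelet-rich plasma)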 | human platelet-rich plasma, SFLLRN dense granule ATP release, luminescence | 300,000 tested, 0.22% active;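 active = mean replicate score, as percent of positive control, at or above 50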
HSP90 inh = HSP90 refolding inhibition in rabbit reticulocyte lysate | 290,000 tested, 0.91% active | inhibition, % at 5.6 µM | AID 1789 | luciferase refolding luminescence, 3 h;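 active = inhibition above the screen-wide mean plus 3 SD, computed separately per campaign, cut at about 16% in these data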;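 also: 0% = DMSO wells and 100% = 60 µM geldanamycin wells; inhibitors lower the luminescence because luciferase stays unfolded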
SKKanGAS inh = SKKanGAS growth inhibition | S. pyogenes SKKanGAS, kanamycin growth, BacTiter-Glo, 6 h | inhibition, % at 7.5 µM | 300,000 tested, 1.3% active | AID 1662;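 active = mean replicate score, as percent of positive control median, at least 50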;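 also: strain carries kanamycin resistance gene driven by streptokinase promoter and grows in 40 µg/ml kanamycin; loss of luminescence reflects streptokinase promoter inhibition or plain growth inhibition; 0% = median of DMSO wells and 100% = positive control at its reference dose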
IEC-6 cytotox = IEC-6 cytotoxicity, counter-screen for KLF5 inhibitors | inhibition, % at 5 µM | 290,000 tested, 0.78% active | luminescence viability | AID 1825; in the data active = inhibition above about 22%;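 also: 0% = plate median of test compound wells and 100% = cytotoxic reference compound wells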
HSF1 inhib = HSF1 inhibition; NIH3T3-HGL HSE-luciferase, MG132-induced, luminescence 8 h; hits give low values; activity change, negative = inhibition, % at 7.5 µM (by protocol); 300,000 tested, 0.77% active;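 active = more than half of replicate wells show activity change below -50%, luminescence cut by over half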;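 also: luciferase reports HSF-1 transcriptional activity via heat shock element; 0% = median of DMSO wells and -100% = zero luminescence signal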
Starred values were filed as active, the others as inactive; · = no result given.

Below each SMILES: HSF-1 act | aSyn UTR inh | KLF5 inh | AI-2 QS mod | HIF activator | Platelet DG rel | HSP90 inh | SKKanGAS inh | IEC-6 cytotox | HSF1 inhib
Cc1nn(Cc2cccc3ccccc23)c(C)c1NC(=O)c1cccnc1
    -2 | 12 | -8 | 30 | -0.1 | -7 | -2 | -7 | 0 | -2
Cc1ccc(NC(=O)N2CCN(S(=O)(=O)c3ccccc3)CC2)cc1
    -19 | 11 | -8 | 9 | -0.2 | 0 | 2 | 7 | -6 | -14
CCOc1ccc(/C=N/N2C(C)CCCC2C)cc1 (configuration not stated)
    -15 | -77 | -15 | 5 | 0.1 | -1 | 3 | 0 | 8 | -7
CCOC(=O)c1sc(NC(=O)OC)c(C(=O)OC)c1C
    6 | 19 | -19 | 37 | 0.0 | 4 | 0 | -6 | -2 | -4
CCc1ccc(NC(=O)[C@H](C)NC(=O)C2CCN(C(=O)[C@@H](N)Cc3ccccc3)CC2)cc1
    -34 | -84 | -12 | 2 | -0.3 | 14 | 0 | 2 | 4 | -22
N#CC(C#N)=C1NC(N)=C(C#N)C(c2ccccc2)=C1C#N
    -15 | 19 | -46 | 8 | -1.1 | -3 | -6 | 41 | 4 | 1
O=C(CCc1nnc(CCCCc2ccccc2)o1)N(CCO)Cc1ccccc1
    4 | 13 | -33 | 4 | 0.0 | 1 | 0 | -1 | 0 | 0
COCCNC(=S)NCCc1ccc(Cl)cc1Cl
    28 | -8 | -12 | 7 | -0.2 | -4 | 4 | 3 | -3 | 4
O=c1c([N+](=O)[O-])cccn1Cc1ccc(F)cc1Cl
    11 | -1 | -18 | 33 | 0.3 | -2 | -1 | 55* | 3 | -5
Cc1cc(C)nc(Nc2ccc(F)cc2)n1
    -4 | -41 | -7 | -8 | 0.3 | 4 | 5 | -2 | 1 | 3
Cc1nc(NCc2ccccc2)[nH]c(=O)c1CCC(C)C
    17 | -24 | 13 | 28 | -0.4 | -9 | 6 | 0 | 4 | -1
Cc1ccc(N2C(=O)CC2(C#N)c2ccc(OCc3ccccc3)cc2)cc1 (configuration not stated)
    27 | -33 | -50 | 21 | 0.1 | -2 | -4 | -3 | 3 | 10
COc1ccc2c(c1OC)C(=O)N1C2SC[C@H]1C(=O)NCCC(C)C (some centres not stated)
    31 | 7 | -33 | 7 | -0.3 | 2 | 0 | 10 | -1 | 7
CCn1nc(C)c(CN2CCCC(CO)(Cc3cccc(Cl)c3)C2)c1C (configuration not stated)
    -3 | -18 | 10 | 15 | -0.1 | 1 | 4 | -2 | -4 | 3
Cc1cc(NC(=O)c2c(F)cccc2Cl)n(-c2nc3ccccc3[nH]2)n1
    -20 | 32 | -18 | 52 | 0.1 | -4 | 6 | 118* | -1 | -9
C/C(=N\NC(=O)Cc1c(C)[nH][nH]c1=O)c1ccc(Cl)c(Cl)c1
    22 | 4 | -6 | 15 | -0.1 | 2 | -2 | -6 | -4 | 2
Cc1sc2nc(C3CC3)nc(SCC(=O)N3c4ccccc4CC3C)c2c1C (configuration not stated)
    10 | 10 | 5 | 17 | -1.2 | -1 | 3 | 31 | 4 | 4
Cc1nc(SCC(=O)c2cccc([N+](=O)[O-])c2)n[nH]1
    28 | -21 | -39 | 12 | -0.4 | -8 | 0 | -6 | 2 | 14
CSc1cccc(CNC(=O)C2CCC(=O)N(CC3CCCCC3)C2)c1 (configuration not stated)
    -19 | 9 | -9 | 13 | 0.1 | 10 | 5 | 4 | 4 | -3
Cc1ccc(N(C)S(=O)(=O)c2csc(C(N)=O)c2)cc1C
    -15 | -3 | -15 | -6 | -1.5 | -2 | 2 | -1 | -2 | 1
CCOC(=O)c1sc2nc(N3CCOCC3)c3c(c2c1N)CCN(Cc1ccccc1)C3
    19 | 11 | -19 | 13 | -0.4 | 2 | -1 | 16 | -1 | -5
CC[C@H](C)NC(=O)CCCCCn1c(=S)[nH]c2c([nH]c3ccc(OC)cc32)c1=O
    -10 | 10 | 17 | 16 | -1.8 | 15 | 1 | 1 | -1 | -2
CC(=O)c1cccc(NC(=O)/C(=C/c2ccncc2)NC(=O)c2ccccc2)c1
    2 | 9 | -16 | 33 | 0.0 | -1 | -2 | 4 | 4 | -1
Cc1ccc(/C=N/N2CCN(Cc3ccccc3)CC2)o1
    4 | -15 | -45 | 9 | 0.2 | -4 | 5 | -4 | -6 | -1
CCC1CCCCN1Cc1c(O)ccc2c(=O)c(-c3ccccc3)coc12 (configuration not stated)
    -4 | 2 | -6 | 9 | 1.1 | 3 | 3 | 2 | -2 | -5
CCNC(=O)CSc1nc2ccccc2c(=O)n1OC
    9 | 9 | 8 | 19 | 0.2 | 10 | -2 | 8 | 1 | -2
C/C(=N\Nc1ccc([N+](=O)[O-])cc1)c1ccc(-n2nncc2C)cc1
    1 | 5 | -8 | 9 | -0.2 | -5 | -2 | -7 | 5 | -14
C1=C(c2ccccc2)N2CCN=C2S1
    1 | 26 | -23 | 19 | -0.3 | 3 | 0 | -6 | 0 | -1
CN1CCN(C2Cc3cc(F)ccc3Sc3ccc(Cl)cc32)CC1 (configuration not stated)
    7 | 10 | · | 29 | 1.0 | 5 | · | 4 | · | 1
COC(=O)c1c(NC(=O)c2cnccn2)sc2c1CCC2
    8 | -23 | 2 | 17 | 0.7 | 2 | 0 | -2 | -3 | 2
CSC1=NC(C(Cl)(Cl)Cl)N=C(c2ccccc2)N1 (configuration not stated)
    1 | -8 | -1 | 15 | 2.4 | 1 | -3 | -4 | -1 | -2
C=C1CCN([C@@H](Cc2ccccc2)C(=O)NCc2ccc(Cl)cc2)S(=O)(=O)c2ccccc21
    9 | 5 | · | 21 | -2.4 | 7 | · | 19 | · | 17
Cc1ccc(NC(=O)CSc2nnc(-c3cccs3)n2Cc2ccco2)cc1
    9 | 18 | 0 | · | -0.1 | 1 | 1 | -3 | 0 | 3
Cc1ccc(N2CC(C(N)=O)CC2=O)cc1 (configuration not stated)
    -13 | 7 | -5 | 11 | -0.7 | 1 | 0 | -3 | -2 | 0
CCc1c(O)nc(SCC(=O)Nc2ccc3c(c2)CCC3)[nH]c1=O
    9 | -7 | -18 | 20 | -0.3 | -7 | 1 | 14 | -1 | 11
Cc1ccc(C)c(NC(=O)CCN2CCCCC2)c1
    7 | 13 | -20 | 0 | -0.4 | 1 | -3 | 2 | 3 | -1
CCOC(=O)Cc1csc(N/N=C\c2ccc(N(C)C)cc2)n1
    -20 | -7 | 21 | -17 | 0.8 | 3 | 6 | 14 | -1 | -5
O=S(=O)(c1ccc(Cl)cc1)N1CCCN(c2ccc(C(F)(F)F)cn2)CC1
    7 | 14 | -14 | 7 | -0.4 | -1 | 2 | 0 | -2 | 4
O=C(O)c1cc(S(=O)(=O)N2CCN(S(=O)(=O)c3ccccc3)CC2)ccc1Cl
    11 | -3 | -24 | 7 | -5.1 | 5 | 0 | 3 | -3 | 6
CNC(=O)C(C)N1c2cccc3cccc(c23)S1(=O)=O (configuration not stated)
    -3 | -5 | -64 | 15 | -1.3 | -4 | -4 | 4 | -4 | -2

A draw from above in order of SMILES length, rising:
Below each SMILES: HSF-1 act | aSyn UTR inh | KLF5 inh | AI-2 QS mod | HIF activator | Platelet DG rel | HSP90 inh | SKKanGAS inh | IEC-6 cytotox | HSF1 inhib
Cc1cc(C)nc(Nc2ccc(F)cc2)n1
    -4 | -41 | -7 | -8 | 0.3 | 4 | 5 | -2 | 1 | 3
CCOC(=O)Cc1csc(N/N=C\c2ccc(N(C)C)cc2)n1
    -20 | -7 | 21 | -17 | 0.8 | 3 | 6 | 14 | -1 | -5
CCc1c(O)nc(SCC(=O)Nc2ccc3c(c2)CCC3)[nH]c1=O
    9 | -7 | -18 | 20 | -0.3 | -7 | 1 | 14 | -1 | 11
CCOC(=O)c1sc2nc(N3CCOCC3)c3c(c2c1N)CCN(Cc1ccccc1)C3
    19 | 11 | -19 | 13 | -0.4 | 2 | -1 | 16 | -1 | -5

(more compounds)
Below each SMILES: HSF-1 act | aSyn UTR inh | KLF5 inh | AI-2 QS mod | HIF activator | Platelet DG rel | HSP90 inh | SKKanGAS inh | IEC-6 cytotox | HSF1 inhib
O=[N+]([O-])c1cc(CN2CCC(O)CC2)ccc1Cl
    8 | -21 | -15 | 12 | -0.1 | -5 | -3 | 2 | -8 | -7
CC1N(C(=O)N2CCOCC2)CCN1S(=O)(=O)c1ccc(Cl)cc1 (configuration not stated)
    -13 | -3 | -13 | 5 | 0.3 | 10 | -4 | 0 | -3 | -7
COc1cccc2cc(C(=O)C3=C(O)C(=O)N(CCN4CCOCC4)C3c3ccc(C)o3)oc12 (configuration not stated)
    12 | 8 | -9 | 22 | -0.1 | -7 | 4 | 9 | 4 | -1
COc1cc(C(=O)N2CCN(C(=O)c3ccco3)CC2)cc(OC)c1OC
    -3 | 8 | -18 | -2 | -0.2 | 5 | 2 | 0 | -1 | -10
O=C1OCC2=C1C(c1ccc(F)cc1)Sc1ccccc1N2 (configuration not stated)
    -18 | 11 | -25 | 11 | 0.1 | 10 | 3 | -4 | 4 | -2
CCn1cnc2c1c(=O)n(CC(=O)NCc1ccccc1)c(=O)n2Cc1ccccc1
    7 | 2 | -11 | 7 | -0.7 | 3 | 0 | -1 | -3 | 1
Cc1cc(C)cc(C(=O)NC(CC(N)=O)c2ccc(N3CCN(c4ccccn4)CC3)c([N+](=O)[O-])c2)c1 (configuration not stated)
    19 | 16 | -12 | 14 | 1.3 | 1 | -3 | -1 | -4 | 4
O=C(COc1ccc(Br)cc1)NN1C(=O)c2ccccc2C1=O
    20 | 9 | · | -3 | -0.1 | 4 | · | -6 | · | 2
CCCN(CCC)c1ccc(/C=C/c2ccc3cc(OCC)ccc3n2)cc1
    -12 | -112 | -39 | 13 | 0.2 | -4 | 5 | 28 | 3 | 1
Cc1nn(C)cc1C(C)Nc1nc2nonc2nc1N1CCCCC1 (configuration not stated)
    -4 | 1 | -16 | 43 | 0.0 | 2 | -2 | 1 | -5 | -2
Cc1cccc2cc(CN(Cc3ccc(F)cc3)C(=O)C(F)(F)F)c3nnnn3c12
    3 | -1 | -14 | 7 | 0.9 | -2 | -2 | 17 | 0 | 7
Cc1ccc2oc(/N=C(\N)NC(=O)C(C)(C)C)nc2c1
    -93 | 96* | 44 | 22 | -4.1 | 24 | 81* | 0 | 4 | -91*
O=S(=O)(N/N=C\c1cccc(F)c1)c1ccccc1
    -8 | 7 | -2 | 31 | 0.6 | 4 | 4 | 6 | 11 | 5
CCn1c(SCC(=O)N2CCCc3ccccc32)nnc1-c1cccs1
    -1 | 13 | -19 | 22 | 0.4 | 11 | -1 | -1 | 0 | 2
CCc1ccc(OCc2nnc(SCC(=O)Nc3cccc(C(=O)N4CCOCC4)c3)o2)cc1
    9 | 19 | -41 | 1 | -0.1 | 5 | -4 | 2 | -1 | 1
CCOC(=O)c1nnn(-c2nonc2N)c1-c1cccc2ccccc12
    2 | 2 | -17 | 14 | -0.4 | 11 | -1 | 0 | 0 | 3
C=CCn1c(SCc2csc(C)n2)nc2sc3c(c2c1=O)CCC(C)C3 (configuration not stated)
    23 | 22 | 1 | 31 | 0.5 | -2 | 6 | 9 | 4 | 15
